MCF10A rerep: inducers of DNA re-replication in MCF 10A breast cells; MCF 10A DNA re-replication, Hoechst nuclear intensity, 48 h; 350,000 compounds, 2.9% hits; Potency, µM (doses to about 46.1 µM), inactives show at the top dose activity, positive = re-replication, actives largely listed as activators; further: potency means the concentration at half of the fitted maximal effect; % of control where 0% means no effect; nearly all actives have a fitted effect of over 50% in size
SW480 rerep: inducers of DNA re-replication in SW480 colon cancer cells; 340,000 compounds, 1.8% hits; SW480 DNA re-replication, Hoechst DNA content imaging, 48 h; AID 624297; Potency, µM (series often up to 46.1 µM), for the others: at the highest dose re-replication activation, most hits filed as activators; further: potency means the concentration at half of the fitted maximal effect; % of control where 0% means no effect; nearly all actives have a fitted effect of over 55% in size
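Treated cells incubate 48 hr (37 C, 5% CO2), are stained 40 min with Hoechst, and nuclear fluorescence is enumerated; a rise in nuclei with high DNA signal marks re-replication.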
HEK293 tox: cytotoxicity in counter-screen for GLP-1R inverse agonists. HEK293 cAMP-luciferase reporter cells, luminescence, 24 h. Potency, µM (top dose mostly 38.3 µM), inactives show top-dose activity change, negative = inhibition, most hits filed as inhibitors. 410,000 compounds, 0.13% hits. AID 624418;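 further: loss of luciferase light is scored as toxicity; potency means the concentration at half of the fitted maximal effect; on the % scale 0 is the no-effect control and ±100 the full control effect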
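Quantitative HTS format, 1536 wells, 200 cells/uL seeded. Compounds: 23 nL, 24 h, 37 °C. Detection: luciferase reagent, luminescence at 12 min RT; decreased signal taken as cytotoxic.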
IL1B secr inh: inhibitors of inflammasome signaling (IL-1 beta secretion). THP-1 LPS/ATP IL-1B secretion, AlphaLISA, 16 h; stronger effect = lower value. activity change, % at 57.5 µM. 360,000 compounds, 4.7% hits. AID 743279; in the data active means activity change below about -50%; inconclusive means mostly about -30% to -49%; further: on the % scale 0 is the no-effect control and ±100 the full control effect
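THP-1 cells pretreated 1 hr with compounds (up to 57.5 uM final), then stimulated with LPS (250 ng/mL final) plus ATP (1.25 mM final); secreted IL-1B measured by AlphaLISA after 16 hr, decreased signal indicating inhibition.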
HT1080 IDH1KD tx: HT-1080 IDH1 knockdown cell toxicity (counter line); HT-1080 IDH1 knockdown viability, ATP luminescence, 48 h; AID 686971; Potency, µM (highest dose often 46.1 µM), for the others: at the top dose activity, negative = toxicity, actives largely listed as cytotoxic; 360,000 compounds, 2% hits;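 further: potency means the concentration at half of the fitted maximal effect; 0% = DMSO wells and -100% = cell-free medium wells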
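Luminescent ATP read-out (CellTiter-Glo, 10 min at room temperature) after 48 h compound exposure at 37 °C gave viability of IDH1-knockdown HT-1080 cells. Activity was normalised to DMSO and cell-free wells, then fitted as concentration-response curves.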
KB-V1 MDR tox: kills drug-selected multidrug resistant KB-V1 cells; KB-V1 MDR cells viability, CellTiter-Glo, 72 h; Potency, µM (series often up to 46.1 µM), inactives show at the highest dose activity change, negative = cytotoxicity, actives largely listed as cytotoxic; 400,000 compounds, 3.4% hits; AID 1347076; further: potency means the concentration at half of the fitted maximal effect; on the % scale 0 is the no-effect control and ±100 the full control effect; nearly all actives have a fitted effect of over 60% in size
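Cytotoxicity via CellTiter-Glo luminescence after 72 h compound exposure at 37 degrees C. Cells: drug-selected KB-V1 line, DMEM phenol-red free plus 10% FBS. Compounds tested at multiple concentrations; normalized data fitted to concentration-effect curves.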
KB-3-1 tox: KB-3-1 parental cell cytotoxicity; AID 1347075; KB-3-1 viability, CellTiter-Glo ATP luminescence, 72 h; 400,000 compounds, 1.4% hits; Potency, µM (series often up to 46.1 µM), for inactives: at the highest dose activity change, negative = cytotoxic, most hits filed as cytotoxic; further: potency means the concentration at half of the fitted maximal effect; on the % scale 0 is the no-effect control and ±100 the full control effect; nearly all actives have a fitted effect of over 60% in size
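Multi-concentration cytotoxicity screen in KB-3-1 cells grown in DMEM lacking phenol red with 10% FBS. After 72 h at 37 °C with compound, ATP-dependent luminescence was recorded.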
DRD3 agonist: activates the human D3 dopamine receptor; 410,000 compounds, 0.58% hits; max activation, %; AID 652048; D3R DiscoveRx beta-arrestin cells, luminescence, 90 min; in the data active means max activation above about 30%; further: 0% is about no effect; mostly tested at two doses, the higher about 12 µM
Target sequence (P35462 whole entry, looked up): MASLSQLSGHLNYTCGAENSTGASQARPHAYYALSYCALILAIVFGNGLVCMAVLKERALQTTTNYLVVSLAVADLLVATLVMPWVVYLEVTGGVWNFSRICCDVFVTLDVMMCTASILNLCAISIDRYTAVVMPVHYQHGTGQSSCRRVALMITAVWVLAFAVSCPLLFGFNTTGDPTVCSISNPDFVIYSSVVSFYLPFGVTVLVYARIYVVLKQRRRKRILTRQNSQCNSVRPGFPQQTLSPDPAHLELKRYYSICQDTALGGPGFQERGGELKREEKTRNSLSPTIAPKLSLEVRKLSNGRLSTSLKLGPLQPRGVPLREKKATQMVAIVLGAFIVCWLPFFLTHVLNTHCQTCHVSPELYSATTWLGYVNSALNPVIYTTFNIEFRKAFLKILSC
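Agonist mode: compounds and dopamine controls were applied to plated cells for 90 min at 37 degrees C after an overnight attachment at 1500 cells/well. Luminescent read-out followed 30 - 60 minutes at room temperature with DiscoveRx detection reagent.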
HT1080-NT tox: kills 2HG-producing HT-1080-NT fibrosarcoma cells. HT-1080-NT fibrosarcoma viability, CellTiter-Glo ATP luminescence, 48 h. Potency, µM (top dose mostly 46.1 µM), without a hit: at the highest dose activity, negative = less viability, usual class: cytotoxic. 360,000 compounds, 1.6% hits. AID 686970;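 further: NT is the 2HG producing partner of a matched IDH1 knockdown line; potency means the concentration at half of the fitted maximal effect; 0% = DMSO-treated cells and -100% = media-only wells without cells; nearly all actives have a fitted effect of over 55% in size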
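Toxicity toward the 2HG-producing NT line was scored as %Activity, normalised to DMSO and no-cell wells, from CellTiter-Glo luminescence after 48 hours' treatment.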
* hit, by the source's call; i = inactive; ? = inconclusive; nt = no result given; & = joins results of further samples; [ ] = remark or other dose. Unless noted, the call rests on the fitted dose curve; in most records, active means well fitted curve in the direction sought with a large enough effect; inconclusive means small, poorly fitted or top-dose-only effect, or another doubt; inactive means no such curve, though single readings can be large; an effect the other way counts as inactive or inconclusive.

#	SMILES	DRD3 agonist	HEK293 tox	KB-3-1 tox	KB-V1 MDR tox	SW480 rerep	MCF10A rerep	HT1080 IDH1KD tx	HT1080-NT tox	IL1B secr inh
1	CC(C)(C)c1ccc(-n2ncc3c2CCCC3NC(=O)C2=NNC(=O)CC2)cc1 (stereo not drawn)	4.5	?	?	4.7%	5.5%	0.9%	-14.5%	1.0%	107.9
2	O=C(C#Cc1ccccc1)Nc1cccc(F)c1	-30.4	?	23.1µM*	?	?	?	3.66µM*	?	-106.3*
3	O=C(NCN1CCc2ccccc2C1)c1ccccc1	-44.1	-6.2%	4.5%	-18.0%	-2.5%	9.1%	19.9%	-3.1%	12.6
4	Cc1ccc(C)c(N2CCN(S(=O)(=O)c3ccc4c(c3)CCN4C(=O)CCC(=O)O)CC2)c1	-9.9	3.9%	14.4%	4.5%	1.8%	2.7%	-1.5%	8.4%	0.4
5	COc1cccc(OC)c1C(=O)NC(=S)N1CCCCC1c1cccnc1 (stereo not drawn)	-20.5	-11.3%	0.0%	0.0%	-13.6%	5.2%	-1.9%	-2.2%	-19.9
6	COc1cccc(CNn2cnnc2)c1OCc1ccccc1F	0.5	6.5%	-3.9%	0.0%	-8.9%	0.0%	-0.9%	1.6%	-3.1
7	Cc1c(O)cc2c(c1O)C(=O)CC(c1ccc(O)cc1)O2 (stereo not drawn)	1.3	10.2%	-2.1%	7.7%	-6.1%	-0.1%	-0.7%	-11.5%	17.3
8	O=C1C2CCC(C(O)C2)N1Cc1ccccc1 (stereo not drawn)	3.3	2.8%	-17.3%	?	0.7%	1.8%	2.5%	5.2%	0.8
9	CCOC(=O)C1C(=O)CC(C)(O)C(C(=O)OCC)C1c1ccc([N+](=O)[O-])cc1 (stereo not drawn)	1.7	-9.8%	0.0%	?	6.5%	3.4%	-1.6%	-5.7%	-22.6
10	Cc1cc(NC(=O)/C(C#N)=C/c2ccc(-c3ccc(SC(F)F)cc3)o2)n(-c2ccccc2)n1	0.4	26.5%	7.6%	2.0%	?	5.8µM*	3.9%	7.3%	-6.0
11	COc1cccc(NC(=S)Nc2cccc3ccccc23)c1	-2.5	-16.3%	6.2%	10.7%	-1.7%	-0.7%	-17.3%	-21.0%	10.5
12	CCOc1cc(CNc2ccc(C(=O)O)cc2)ccc1OCc1ccccc1	0.1	0.9%	-9.1%	-12.5%	nt	nt	nt	nt	nt
13	Cc1ccccc1NC(=O)OCc1cccnc1Sc1ccc(Cl)cc1	1.9	-2.8%	7.5%	-6.5%	-6.7%	0.4%	-17.3%	-0.9%	-4.9
14	Cc1cc2c(C)nc(-c3ccccc3)nc2o1	0.9	5.6%	-4.3%	0.0%	-8.6%	-1.9%	4.6%	3.9%	16.9
15	O=C(COc1ccc(Cl)cc1)NCCNC(=O)c1ccccn1	-3.5	-1.6%	?	-12.5%	-7.3%	-7.4%	3.7%	8.6%	10.9
16	CC1(C)OC(=O)CC1C(=O)NCc1ccccc1 (stereo not drawn)	0.4	-10.5%	-4.9%	19.0%	-2.1%	18.3%	14.9%	2.6%	6.8
17	Cc1ccc(NC(=O)c2ccc([N+](=O)[O-])o2)c(C)c1	-0.8	-4.4%	?	?	?	?	?	-1.2%	-68.4*
18	CCN(CCN(C)C)C(=O)C1CCN(S(=O)(=O)c2c(C)noc2/C=C/c2ccccc2F)CC1	-2.2&-17.2	?	11.1%	-8.6%	-9.6%	0.7%	0.0%	-2.3%	-11.1
19	COc1ccc(CC(=O)Nc2cc(S(=O)(=O)N3CCOCC3)ccc2N2CCCC2)cc1OC	-2.0	2.0%	-8.9%	-3.6%	-9.6%	8.1%	1.6%	-2.8%	-24.0
20	O=C(O)CCC(NC(=O)c1cncc(O)c1)C(=O)O (stereo not drawn)	2.3	6.5%	14.6%	6.2%	-11.1%	-0.3%	2.0%	-0.8%	20.6
21	CCN1CCc2c(sc(NC(=O)CN3C(=O)c4ccccc4C3=O)c2C(N)=O)C1	-3.0	15.0%	-1.3%	15.2%	-41.6%[inhibitor]	?	-0.1%	5.3%	3.1
22	COC(=O)c1c(-c2c(Cl)cccc2Cl)noc1C(=O)NN	2.3	-16.6%	5.1%	11.4%	-13.2%	-0.1%	0.1%	0.2%	9.3
23	Cc1ccccc1NC(=O)c1cccc(NC(=O)c2ccco2)c1	3.5	3.2%	10.2%	0.0%	-12.1%	-2.4%	10.3%	8.3%	-15.7
24	O=C(Nc1ccccc1)c1cc(C2CCCN(C(=O)C/C=C/c3ccccc3)C2)on1 (stereo not drawn)	-3.3	1.4%	0.0%	2.1%	nt	nt	-9.6%	-26.4%	-2.9
25	CCCCNC(=O)c1ccccc1Cl	2.2	-24.4%	4.9%	-6.4%	-0.2%	4.0%	-1.1%	5.2%	-12.2
26	CC(=O)Nc1ccc(C(=O)N2CCCC(c3cc(C(=O)Nc4ccccc4)no3)C2)cc1 (stereo not drawn)	-1.9	-5.5%	0.0%	13.0%	nt	nt	12.5%	19.4%	-6.8
27	CCN(c1ccccc1)S(=O)(=O)c1ccc(C(=O)Nc2ccncc2)cc1	-7.4	-1.9%	?	?	-0.3%	22.8%	-20.8%	-8.3%	-15.4
28	CCCCN(C=O)c1c(CC)nc2ccc(C(=O)NCCOc3ccc(OC)cc3)cn12	3.5	3.3%	0.0%	0.4%	nt	nt	5.7%	9.5%	-7.1
29	O=C(OCC(=O)N1CCN(C(=O)c2ccco2)CC1)c1ccc(Cl)nc1	-1.1	2.6%	2.5%	9.4%	-0.3%	-1.4%	5.4%	0.5%	7.8
30	COc1ccc(NC(=O)C2=NN(c3ccccc3)C(=O)CC2)cn1	-7.1	-22.7%	3.5%	0.0%	-8.9%	-7.8%	8.3%	-4.7%	-0.6
31	COC(=O)c1ccc2c(=O)n(CCN3CCOCC3)c(SCC(=O)C(C)(C)C)nc2c1	-4.2	-33.8%	11.0%	10.3µM*	1.4%	-0.1%	13.7%	1.1%	18.1
32	CN(C)C1CN(Cc2cn(Cc3ccc(C(F)(F)F)cc3)nn2)S(=O)(=O)C1 (stereo not drawn)	-2.6	2.7%	18.3%	0.0%	nt	nt	1.5%	9.1%	-1.9
33	Cc1ccc(C(=O)CSc2n[nH]c(-c3ccco3)n2)cc1C	-3.9	-0.2%	14.5%	-3.2%	-3.3%	6.2%	0.0%	-1.1%	2.3
34	Cc1ccc2ncc(C(=O)NCc3ccccc3Cl)c(=O)n2c1	8.0	17.6%	9.9%	-4.9%	nt	nt	nt	nt	nt
35	COC(=O)[C@H](Cc1ccccc1)N1C/C=C\COc2c(Cl)cc(Cl)cc2S1(=O)=O	-14.0	-5.4%	2.1%	15.4%	12.9%	-26.5%	7.1%	0.9%	0.0
36	COc1ccc(C(=O)NCCc2ccccc2F)cc1OC1CCN(C(C)=O)CC1	3.7	-6.9%	-4.8%	?	-1.1%	4.2%	7.3%	2.2%	i
37	O=C(Nc1nncs1)c1cccnc1Cl	-9.9	9.2%	2.3%	?	3.5%	0.4%	1.5%	-6.5%	1.7
38	CCCCn1nnnc1C(c1ccccc1)N1CCN(C/C=C/c2ccccc2)CC1 (stereo not drawn)	-14.5	-16.5%	-12.5%	0.0%	nt	nt	?	?	-8.7
39	Cn1c(NC(=O)Cc2cccs2)cc(=O)n(C)c1=O	3.5	?	-13.2%	-12.1%	-5.2%	-5.6%	4.7%	6.0%	30.0
40	Cc1c(NC(=O)C2CC(c3ccc(F)cc3)=NO2)c(=O)n(-c2ccccc2)n1C (stereo not drawn)	2.8	-16.7%	28.2%	9.5%	-10.0%	-0.7%	0.2%	0.0%	5.6
41	CCOc1ccc(NC(=S)N(CCCN2CCOCC2)Cc2cn(C)c3ccccc23)cc1	-8.3	0.8%[1.53 µM]	?	-15.8%	?	?	-8.3%	-11.2%	-11.4
42	COC(=O)c1cccc(NC(=S)NCc2ccco2)c1	4.7	1.3%	-0.7%	?	-8.6%	11.9%	-0.1%	12.1%	-1.4
43	O=C(COC(=O)CNC(=O)c1ccc(Cl)cc1Cl)NC1CCCCC1	-7.4	-3.7%	nt	nt	2.2%	4.8%	0.9%	-2.7%	-5.5
44	COc1ccc(OC)c(C(=O)c2ccc(C(=O)O)cc2)c1	-6.3	11.9%	5.4%	0.0%	-9.4%	-2.6%	-1.4%	1.3%	13.4
45	CC1CCN(C2(O)C(=O)Nc3ccc(Br)cc32)CC1 (stereo not drawn)	-9.9	-27.7%	-4.9%	?	-6.3%	19.6%	1.0%	1.0%	-25.0
46	CN(C)S(=O)(=O)c1ccc(C(=O)NCC2(N3CCCCC3)CCCCC2)cc1	-7.5	-2.4%[0.307 µM]	-2.5%	-0.8%	2.7%	6.8%	3.6%	-0.3%	1.8
47	CCCn1c(=O)c2[nH]c(-c3ccc(S(=O)(=O)O)cc3)nc2n(CCC)c1=O	4.8	-4.5%	0.0%	11.2%	-45.0%[inhibitor]	-4.9%	12.7%	-9.7%	-24.2
48	COc1ccc(C2Nc3ccccc3C(=O)N2NS(=O)(=O)c2ccc(C)cc2)cc1OC (stereo not drawn)	2.2	1.6%	-8.1%	-24.5%	-4.6%	-2.3%	-0.8%	-5.8%	12.0
49	COc1ccc(CCNC(=O)COc2cc(C)cc3oc(=O)c(C)c(C)c23)cc1OC	42.4*	-5.4%	0.0%	2.2%	-6.9%	?	3.7%	-0.2%	-1.4
50	CCCCNC(=O)c1nn2cc(Br)cnc2c1Br	-2.9	6.9%	4.5%	-10.4%	0.9%	0.3%	-13.2%	-2.1%	14.1

Source: PubChem BioAssay (National Center for Advancing Translational Sciences (NCATS))
